# Screens deposited in PubChem BioAssay by Sanford-Burnham Center for Chemical Genomics.
# GPR55 LPI antagonism: GPR55 antagonists blocking LPI-driven arrestin recruitment, primary screen, imaging, U2OS, beta-arrestin-GFP, LPI agonist (AID 2013); U2OS GPR55 beta-arrestin-GFP translocation imaging, LPI antagonism; higher % means a stronger effect; inhibition, % at 10 µM; hits with a dose series show IC50 in µM; actives 0.13% (n = 290,000);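 active = spots per cell inhibited over 60%, with over 100 cells counted and total cytoplasm intensity under 500,000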;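 note: U2OS cells stably carrying GPR55 and arrestin-GFP stimulated by 5 µM LPI near EC80; imaged beta-arrestin-GFP aggregate spots per cell after agonist stimulation; plate controls were LPI-stimulated DMSO wells for no effect and DMSO wells without LPI for full effect; some results filed as inactive read as strong as hits; confirmed hits need IC50 under 10 µM and bright autofluorescent wells are also inconclusive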
# HIV peptide binding: cell-free HIV fusion peptide-binding blockers – biochemical, uHTS, fluorescence dequenching, primary screen (AID 1986) | cell-free peptide binding, fluorescence dequenching, 30 min; higher % means a stronger effect | inhibition, % at 20 µM; hits with a dose series show IC50 in µM | actives 0.3% (n = 290,000); in the data active = inhibition mostly above about 52%, no sharp cut-off; inactive = mostly below about 76%; note: some results filed as inactive read as strong as hits
# NOD1 inhibition: inhibition of NOD1-driven NF-kB reporter – cell-based, luminescence, uHTS, primary screen (AID 1578) | NOD1-driven NF-kB luciferase reporter cells, luminescence; higher % means a stronger effect | one-dose inhibition, % at 4 µM; EC50 in µM for titrated hits | actives 1% (n = 290,000); in the data active = inhibition mostly above about 36%, no sharp cut-off; inactive = mostly below about 34%;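 note: HEK-293T reporter cells stimulated with the NOD1 agonist gamma-tri-DAP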
# GPR55 beta-arrestin: selective activators of receptor GPR55 – imaging, U2OS cells, beta-arrestin-GFP redistribution, primary screen (AID 1961); actives 0.048% (n = 290,000); activation, % at 10 µM; hits with a dose series show EC50 in µM; U2OS GPR55 beta-arrestin-GFP redistribution imaging; higher % means a stronger effect;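 active = activation above 40% with more than 50 cells counted in the well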;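 note: U2OS osteosarcoma cells stably expressing GPR55 and beta-arrestin-GFP; plate controls were DMSO negative control for no effect and LPI positive control for full effect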
# AID2073: inhibitors of Mint1-CaV2.2 protein interaction, biochemical, HTRF (AID 2073); one-dose inhibition, % at 20 µM; IC50 in µM for titrated hits; HTRF protein-protein interaction, Mint1-CaV2.2; higher % means a stronger effect; actives 0.19% (n = 290,000); in the data active = inhibition mostly above about 51%, no sharp cut-off; note: some results filed as inactive read as strong as hits
# GPR35 arrestin U2OS: inhibition of zaprinast-stimulated GPR35 beta-arrestin translocation – imaging, U2OS, beta-arrestin-GFP, zaprinast agonist, primary screen (AID 2058) | actives 0.052% (n = 290,000) | inhibition, % at 10 µM; hits with a dose series show IC50 in µM | U2OS GPR35 beta-arrestin-GFP translocation imaging, zaprinast antagonism; higher % means a stronger effect;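 active = inhibition of at least 50% with at least 30 cells and total cytoplasm GFP at most 10,000,000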
# KOR beta-arrestin-1: KOR agonists, beta-arrestin recruitment, primary screen, cell-based, luminescence, uHTS (AID 1777). actives 0.02% (n = 280,000). one-dose activation, % at 10 µM; EC50 in µM for titrated hits. KOR beta-arrestin recruitment, luminescence; higher % means a stronger effect; in the data active = activation above about 50%, passing the limit was not always enough; note: a part of the inactive calls stands beside numbers as strong as those of hits
# KOR beta-arrestin-2: KOR antagonists, beta-arrestin recruitment, cell-based, luminescence, uHTS (AID 1778). KOR beta-arrestin recruitment, luminescence, antagonist mode; higher % means a stronger effect. inhibition, % at 10 µM, or IC50 in µM where a hit was titrated. actives 0.091% (n = 290,000); in the data active = inhibition above about 50%; note: strong numbers were not always called active
# Siah-1 displacement: Siah-1 peptide-binding antagonists, primary screen, biochemical, fluorescence polarization, rhodamine-plectin, uHTS (AID 1817); Siah-1 / rhodamine-plectin peptide fluorescence polarization; higher % means a stronger effect; displacement, % at 20 µM, or IC50 in µM where a hit was titrated; actives 0.02% (n = 290,000);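 active = displacement of at least 50% at 20 µM, with a fluorescence ratio check between 0.3 and a set limit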;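 note: plate controls were Siah plus tracer with DMSO for no effect and tracer alone without Siah for full effect; strong numbers were not always called active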
# * marks the source's active call; other numbers are inactive results; . = no result given; [ ] = dose if it differs, or a comment. This is a subset (hit frequency here may not be typical).
molecule | GPR55 LPI antagonism | HIV peptide binding | NOD1 inhibition | GPR55 beta-arrestin | AID2073 | GPR35 arrestin U2OS | KOR beta-arrestin-1 | KOR beta-arrestin-2 | Siah-1 displacement
CCN(CC)S(=O)(=O)c1ccc(C)c(NC(=O)CNCCN(C(C)C)C(C)C)c1 | 13% | -0.3% | -12% | -0.1% | -1% | -4% | -3.5% | 1%[20 µM] | -1%
O=C1C=C(O)CC(c2ccco2)C1 (configuration not stated) | -4% | 42% | -27% | -0.3% | 39% | -7% | -1.3% | -11% | 17%
Cc1ccc(SCC(=O)NC(=O)NCc2ccco2)cc1C | 7% | 4.3% | 41% | -0.1% | 34% | 4% | 7.3% | -28% | -3%
CC(C)C(NS(=O)(=O)c1ccc2c(c1)oc(=O)n2C)C(=O)N1CCN(Cc2ccccc2)CC1 (configuration not stated) | -2% | 2.2% | -14% | -0.2% | 2% | -1% | -0.8% | -13% | 1%
Cc1nc2ncnn2c(N2CCN(c3cccc(C(F)(F)F)c3)CC2)c1C | -1% | -4.0% | 18% | -0.1% | 5% | 2% | 3.5% | -39% | -2%
CC(C)(C)NC(=O)CC1C(=O)NCCN1Cc1c(F)cccc1Cl (configuration not stated) | -7% | 1.0% | -13% | 0.3% | -10% | 1% | -2.8% | -8% | 5%
C/C(=C\C(=O)c1ccc(Br)cc1)NCc1ccc2c(c1)OCO2 | 9% | -0.5% | . | 0.2% | -1% | 6% | 0.4% | -20% | 4%
COc1cc(OC)cc(C(=O)Oc2c(CN3CCOCC3)cc(Cl)c3cccnc23)c1 | -2% | 1.0% | -7% | 0.2% | -1% | -4% | -2.0% | 30% | 15%
CC(C)CC(=O)NC(=S)Nc1ccc(N2CCOCC2)cc1 | 14% | -1.3% | -35% | 0.3% | -11% | 3% | 1.8% | 3% | 4%
COc1ccc(/C=N/N2C(C)CCCC2C)cc1OC (configuration not stated) | -11% | -0.8% | -1% | -0.3% | 4% | 2% | -6.4% | -1% | -2%
Cc1ccc(OC(=O)c2sc(Cl)nc2C)cc1C | 0% | -0.3% | -3% | -0.3% | -1% | 22% | 4.1% | 5% | 5%
CCOc1cc(C(=O)NC2CC(C)(C)NC(C)(C)C2)cc(OCC)c1OCC | 0% | -2.7% | 36% | -0.2% | 12% | 21% | -2.9% | 30% | -6%
Cc1c(NC(=O)C2CCCNC2=O)c(=O)n(-c2ccccc2)n1C (configuration not stated) | -2% | -2.0% | . | 0.0% | 3% | -1% | 2.0% | -28% | -5%
Cc1ccc2c(c1)NC(=O)C(CC(=O)Nc1ccc(CN3CCC(C)CC3)cc1)O2 (configuration not stated) | 4% | -0.4% | -17% | 0.2% | -8% | -4% | 4.9% | 13% | 1%
Cc1cc(C)c([C@@H]2C[C@H]3CN(C4CCCC4)C(=O)[C@]34CCCN24)c(-n2cccn2)c1 | 1% | 2.6% | 13% | 0.4% | 9% | -4% | 8.6% | -33% | 0%
CC1(C)C(=O)Nc2ccccc2N1C(=O)CSc1nnc2c(Cl)cc(Cl)cn12 | 15% | -0.6% | -7% | -0.4% | -3% | 12% | 3.2% | . | -5%
C=CCn1c(Cc2ccc(OC)cc2)nnc1SCC(N)=O | -1% | -1.2% | 0% | -0.2% | -13% | 11% | -3.5% | -2% | -2%
Cc1ccccc1CN(C)CC(=O)Nc1c(C)cccc1C(C)C | 1% | 1.6% | 4% | -0.4% | -6% | 1% | 9.2% | -11% | -2%
O=C(CSc1nnc(-c2ccncc2)n1Cc1ccco1)Nc1nccs1 | 3% | 1.3% | -20% | 0.5% | 2% | -16% | -3.3% | -3% | 2%
Nc1ccc(-c2cnc(-c3ccc(N)cc3)nc2)cc1 | 8% | -2.1% | -60% | -0.2% | 2% | 14% | 6.4% | -13% | -7%
Cc1cc(-n2c(SCc3ccccc3F)nc3n[nH]c(C)c3c2=N)ccc1Cl | 12% | 0.4% | 12% | 0.9% | 50% | 5% | 6.1% | -19% | -2%
CC(=O)Nc1ccc(/C=C/c2nc3ccccc3o2)cc1 | -3% | -1.3% | -9% | 0.4% | 26% | -10% | 3.6% | 14% | 2%
CN(CCC(=O)Nc1ccc(Cl)cc1)Cc1ccccc1 | 6% | 0.5% | 24% | -0.2% | 0% | -2% | 2.1% | -32%[20 µM] | 0%
CCOc1ccc(-c2noc(CCCC(N)=O)n2)cc1OC | -8% | 0.6% | 0% | -0.1% | 3% | 12% | 0.9% | 14% | -2%
CCOc1ccccc1OCCOCCN1CCN(Cc2ccccc2)CC1 | -1% | 1.0% | -35% | 0.2% | -4% | 7% | 0.5% | -32%[20 µM] | 5%
CC1CCc2cc(F)ccc2N1C(=O)CCl (configuration not stated) | 8% | -1.3% | 67%* | 1.1% | 3% | 2% | 0.9% | -32% | 1%
Cc1ccc(N2CCN(/N=C/c3ccncc3)CC2)cc1 | -16% | -0.1% | -11% | -0.1% | -1% | 6% | 4.5% | -55% | -8%
COc1ccc(NC(=O)C2CCCN2S(=O)(=O)c2cccc3cccnc23)c(OC)c1 (configuration not stated) | -2% | -0.6% | -8% | -0.1% | 7% | 4% | 3.9% | -29% | -6%
CCOc1ccc(NC(=O)CS(=O)CC(=O)Nc2cccnc2)cc1 (configuration not stated) | 7% | 0.5% | 10% | 0.5% | -6% | 8% | 3.3% | 11% | 0%
CCOc1ccccc1N1CC(C(=O)NCCOc2ccccc2OC)CC1=O (configuration not stated) | 8% | 0.1% | -49% | -0.1% | -2% | 7% | 0.3% | 0% | 3%
Cc1cc(=O)n2nc(N3CCC(C(=O)NCc4cccnc4)CC3)sc2n1 | 3% | 0.1% | 3% | 0.2% | -4% | 7% | -4.8% | 13% | -4%
COc1cccc(N2CCN(C(=S)Nc3ccc(C)cc3C)CC2)c1 | 11% | 0.0% | 0% | -0.2% | -1% | -1% | -3.5% | -44%[20 µM] | 10%
CC(C)C(=O)Nc1ccc(-c2ccc3nncn3n2)cc1 | 7% | 1.4% | -14% | -0.6% | 43% | -9% | 2.3% | -23% | 2%
CC(C)NC(=O)c1ccc(N(Cc2ccc(Cl)cc2)S(C)(=O)=O)cc1 | 0% | 1.0% | -33% | 0.3% | -3% | 19% | 4.7% | -20% | 7%
C/C(=N/NC(N)=S)c1ccccc1[N+](=O)[O-] | 0% | -0.7% | 7% | 0.3% | -6% | 14% | 5.1% | 8% | 3%
CN(CC(O)CON=C1c2ccccc2-c2ccccc21)S(=O)(=O)c1ccc(Br)cc1 (configuration not stated) | 2.1µM* | 0.3% | -16% | -0.6% | 2% | -12% | 7.9% | 32% | 5%
CC(C)(C)c1ccccc1OCC(=O)NCCC(=O)O | -1% | -0.8% | -11% | -0.2% | 43% | 18% | -8.1% | -52% | -2%
CC1CC(C)CN(C(=S)Nc2ccc3nc4n(c(=O)c3c2)CCCCC4)C1 (configuration not stated) | -1% | -1.6% | 19% | -0.3% | -12% | -9% | 0.6% | -2% | -7%
O=C(NCC1COCCO1)c1cc(COc2ccc(F)cc2F)on1 (configuration not stated) | -19% | 0.6% | 25% | -0.1% | 21% | -1% | 4.9% | 0% | -3%
CC(=O)C(C)Oc1ccc2c3c(c(=O)oc2c1)CCCC3 (configuration not stated) | -4% | 3.2% | -4% | 0.1% | 11% | -2% | 4.3% | 8% | 4%
Cc1ccc(NC(=O)CN2C(=O)CN(C)C2=O)cc1S(=O)(=O)N1CCCCC1 | 6% | -0.3% | -20% | 0.1% | 3% | -13% | 0.5% | 10% | 4%
CCCCN(CCCNC(=O)C1CCN(S(=O)(=O)N2CCOCC2)CC1)c1ccccc1 | 6% | 1.5% | 10% | 0.0% | -14% | 5% | -2.0% | . | 1%
C=CCn1c(SCc2nc3c(c(=O)[nH]c(=O)n3CCCC)n2CCC)nnc1-c1ccccc1 | 9% | -3.4% | -35% | 0.3% | -8% | -4% | 10% | 10% | 0%
O=C(c1cccs1)N(Cc1nc2sc3c(c2c(=O)[nH]1)CCCC3)C1CCCC1 | -6% | -2.3% | 13% | -0.4% | 0% | -11% | -2.0% | -17% | -2%
C=CCn1c(N)cc(=O)nc1SCC(=O)Nc1ccc(C)cc1 | 2% | 0.0% | -20% | -0.8% | 3% | 20% | -2.9% | 19% | -2%
Cc1cc(C)cc(NC(=S)N2CCN(c3ccccn3)CC2)c1 | 15% | -1.1% | -2% | 1.0% | -30% | 4% | -2.9% | -13% | 0%
C(=N\Nc1nc(-c2ccccc2)cs1)/c1ccco1 | 5% | 7.2% | -39% | 0.0% | -4% | 4% | -4.5% | 0% | -3%
CCOC(=O)c1csc(NC(=O)COc2ccc(Cl)cc2Cl)n1 | -1% | 1.1% | -3% | -0.1% | 8% | -5% | -1.9% | -8% | -4%

# Single records (already shown). Order of screens: GPR55 LPI antagonism, HIV peptide binding, NOD1 inhibition, GPR55 beta-arrestin, AID2073, GPR35 arrestin U2OS, KOR beta-arrestin-1, KOR beta-arrestin-2, Siah-1 displacement
# Record of CN(CC(O)CON=C1c2ccccc2-c2ccccc21)S(=O)(=O)c1ccc(Br)cc1 (configuration not stated) → 2.1µM*, 0.3%, -16%, -0.6%, 2%, -12%, 7.9%, 32%, 5%
# Record of CC(C)C(=O)Nc1ccc(-c2ccc3nncn3n2)cc1 → 7%, 1.4%, -14%, -0.6%, 43%, -9%, 2.3%, -23%, 2%

# Entries listed so far marked active in GPR55 LPI antagonism:
molecule | GPR55 LPI antagonism | HIV peptide binding | NOD1 inhibition | GPR55 beta-arrestin | AID2073 | GPR35 arrestin U2OS | KOR beta-arrestin-1 | KOR beta-arrestin-2 | Siah-1 displacement
CN(CC(O)CON=C1c2ccccc2-c2ccccc21)S(=O)(=O)c1ccc(Br)cc1 (configuration not stated) | 2.1µM* | 0.3% | -16% | -0.6% | 2% | -12% | 7.9% | 32% | 5%

# Structural class, the compounds so far containing a furan ring, fused or not
molecule | GPR55 LPI antagonism | HIV peptide binding | NOD1 inhibition | GPR55 beta-arrestin | AID2073 | GPR35 arrestin U2OS | KOR beta-arrestin-1 | KOR beta-arrestin-2 | Siah-1 displacement
O=C1C=C(O)CC(c2ccco2)C1 (configuration not stated) | -4% | 42% | -27% | -0.3% | 39% | -7% | -1.3% | -11% | 17%
Cc1ccc(SCC(=O)NC(=O)NCc2ccco2)cc1C | 7% | 4.3% | 41% | -0.1% | 34% | 4% | 7.3% | -28% | -3%
O=C(CSc1nnc(-c2ccncc2)n1Cc1ccco1)Nc1nccs1 | 3% | 1.3% | -20% | 0.5% | 2% | -16% | -3.3% | -3% | 2%
C(=N\Nc1nc(-c2ccccc2)cs1)/c1ccco1 | 5% | 7.2% | -39% | 0.0% | -4% | 4% | -4.5% | 0% | -3%
